GAA spleen mod: inhibitors or activators of human alpha-glucosidase in spleen homogenate; AID 2112; Potency, µM (titrated, usually from 79.9 µM), without a hit: top-dose activity change, negative = inhibition, most hits filed as inhibitors; P10253; 240,000 tested, 0.006% active; human spleen homogenate, 4-MU-alpha-glucoside fluorescence;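 further: 0% = enzyme with vehicle and -100% = no enzyme basal signal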
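Human spleen homogenate (1 ug) with 4-methylumbelliferyl-alpha-D-glucopyranoside (1 mM final) in 50 mM citrate/phosphate pH 5.0, 0.01% Tween-20; 40 min at 37 C. Stopped at pH 10; 4-MU fluorescence Ex 365/Em 440 nm; AC50 by Hill fit.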
Tau fluor cs: counter-screen for tau fibril formation inhibitors; tau K18 P301L Alexa594 fluorescence, heparin fibrillization; Potency, µM (series often up to 57.7 µM), inactives show top-dose activity change, negative = decrease; 280,000 tested, 0.93% active; AID 1463; further: on the % scale 0 is the no-effect control and ±100 the full control effect; nearly all actives have a fitted effect of over 55% in size
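Human tau K18 P301L (15 uM unlabeled, 0.24 uM Alexa 594-labeled) in 100 mM sodium acetate pH 7 with 20 uM heparin, 6 hr at 37 C. ThT 30 uM added, 1 hr ambient; Alexa 594 FP and total fluorescence read at 555/632 nm.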
GAA inhib: alpha-glucosidase (human) inhibition; purified human GAA, 4-MU-alpha-glucoside fluorescence; Potency, µM (series often up to 76.9 µM), inactives show at the highest dose activity change, negative = inhibition, most hits filed as inhibitors; 200,000 tested, 0.005% active; AID 1466;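 further: plate controls were uninhibited enzyme wells for no effect and no-enzyme background for full effect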
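Human enzyme at 4 nM with 400 uM 4-methylumbelliferyl-alpha-D-pyranoside, citrate/phosphate buffer pH 5.0, 0.005% Tween-20, 20 min at room temperature. Compounds up to 77 uM. 4-MU fluorescence (Ex 365/Em 440) read after NaOH/glycine stop; AC50 from Hill fit.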
GLA spleen mod: alpha-galactosidase A (human) modulation | AID 2107 | Potency, µM (doses to about 80 µM), without a hit: top-dose activity change, negative = inhibition, actives largely listed as inhibitors | 240,000 tested, 0.008% active | human spleen homogenate, 4MU-alpha-Gal fluorescence, 40 min;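 further: 0% = enzyme with vehicle and -100% = no enzyme basal signal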
Target sequence (P06280 32-429 limits assumed): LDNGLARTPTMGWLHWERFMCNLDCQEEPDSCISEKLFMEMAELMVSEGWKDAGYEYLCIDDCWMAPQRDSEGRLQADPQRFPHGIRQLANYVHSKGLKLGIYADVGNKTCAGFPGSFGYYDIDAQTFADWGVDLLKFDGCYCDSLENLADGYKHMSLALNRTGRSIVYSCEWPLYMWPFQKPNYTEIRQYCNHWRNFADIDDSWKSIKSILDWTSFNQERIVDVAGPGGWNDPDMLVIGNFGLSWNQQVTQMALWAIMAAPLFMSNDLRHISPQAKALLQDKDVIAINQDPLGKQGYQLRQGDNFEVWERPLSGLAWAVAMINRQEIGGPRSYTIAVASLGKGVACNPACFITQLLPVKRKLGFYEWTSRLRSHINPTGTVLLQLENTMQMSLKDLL
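Inhibition or activation of alpha-galactosidase in human spleen homogenate is scored by 4-MU fluorescence after 40 min at 37C, pH 5.0, with 1 mM substrate. AC50s come from concentration-response fitted to the Hill equation.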
HTT ATP protect: protects HTT-Q103 PC12 cells, measured by ATP; 230,000 tested, 0.14% active; PC12 HTT-Q103 induced, cytoprotection, ATP luminescence, 40 h; AID 1471; Potency, µM (highest dose often 56.4 µM), without a hit: cytoprotection (ATP increase), most hits filed as activators;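 further: % of control where 0% means no effect; nearly all actives have a fitted effect of over 45% in size; toxic huntingtin expression switched on by the ecdysone agonist tebufenozide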
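PC12 cells with ecdysone-inducible HTT exon 1 Q103-GFP, induced with 100 nM tebufenozide and co-treated with library compounds in a dose series (1536-well, 1500 cells/well). Cytoprotection read as ATP content by ATPlite luminescence.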
GAA glycogen: alters human alpha-glucosidase cleavage of glycogen. recombinant GAA, glycogen substrate, Amplex Red glucose oxidase fluorescence. 300,000 tested, 0.38% active. P10253. Potency, µM (doses to about 76.4 µM), without a hit: top-dose activity change, negative = inhibition, hits mostly inhibitors;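 further: 0% = full enzyme reaction and -100% = no-enzyme basal signal; the screen sought inhibitors and activators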
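qHTS, 1536-well; enzyme 4 nM final; cpd up to 77 uM; substrate bovine liver glycogen 30 ug; 50 mM citrate/phosphate pH 5.0, 0.01% Tween-20; 37 C, 40 min; Amplex Red detection 45 min RT; Hill fit → AC50.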
Tau fibril FP: blocks human tau fibril formation measured by polarization; Potency, µM (highest dose often 57.7 µM), for the others: top-dose activity, negative = inhibition, usual class: inhibitors; 280,000 tested, 0.39% active; K18 P301L tau heparin fibrillization, Alexa594 FP, 6 h; further: on the % scale 0 is the no-effect control and ±100 the full control effect; nearly all actives have a fitted effect of over 55% in size
Target sequence (P10636 561-689 P618L limits assumed): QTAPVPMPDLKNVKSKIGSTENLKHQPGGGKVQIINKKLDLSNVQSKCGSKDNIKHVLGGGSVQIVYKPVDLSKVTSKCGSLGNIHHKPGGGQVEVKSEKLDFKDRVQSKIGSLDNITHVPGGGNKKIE
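Heparin (20 uM) drove fibril formation of recombinant tau K18 P301L, 15 uM unlabeled with 0.24 uM Alexa 594 label, for 6 hr at 37 C in 100 mM sodium acetate pH 7. Fluorescence polarization (555/632 nm) read 1 hr after 30 uM ThT.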
Tau ThT inhib: tau fibrillization inhibition (ThT binding); recombinant tau K18 P301L (four-repeat tau fragment), heparin-induced fibrillization, ThT fluorescence; Potency, µM (doses to about 57.4 µM), for the others: top-dose activity, negative = inhibition, usual class: inhibitors; 270,000 tested, 2.1% active; further: on the % scale 0 is the no-effect control and ±100 the full control effect; nearly all actives have a fitted effect of over 55% in size
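Tau K18 P301L fragment (15 uM unlabeled plus 0.24 uM Alexa 594-labeled) in 100 mM sodium acetate pH 7 with compound, fibrillization induced by 20 uM heparin for 6 hr at 37 C. Thioflavin T (30 uM) added, fluorescence read after 1 hr (ex 450, em 510 nm).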
* hit, by the source's call; ? = inconclusive; . = no result given; & = joins results of further samples; [ ] = dose if it differs, or a comment. The call rests on the fitted dose curve; in most records, active means well fitted curve in the direction sought with a large enough effect; inconclusive means small, poorly fitted or top-dose-only effect, or another doubt; inactive means no such curve, though single readings can be large; an effect the other way counts as inactive or inconclusive. Potency means the concentration at half of the fitted maximal effect.

compound	GAA spleen mod	Tau fluor cs	GAA inhib	GLA spleen mod	HTT ATP protect	GAA glycogen	Tau fibril FP	Tau ThT inhib
C/C=C/c1ccc(OCCCCOc2ccc(OC)cc2)c(OC)c1	7%	-6%	-9%	2%	28%[10 µM]	3%	-1%	?
COc1ccccc1-n1c(SCC(=O)OC(C)C)nc2cccnc21	2%	-3%	.	1%	12%[10 µM]	-1%	-3%	-4%
Cc1nc(NC(=S)NC(=O)COc2ccc(Cl)cc2)ccc1Br	9%	-12%	6%	1%	19%[10 µM]	15%	-7%	-9%
O=S(=O)(c1cccc2cccnc12)N1CCN(Cc2ccccc2)CC1	0%	-13%	7%	6%	4%[10 µM]	-1%	-1%	-11%
O=C(NCCSCc1ccco1)Nc1cccc(Cl)c1	-4%	-20%	-4%	-5%	-10%[10 µM]	-23%	-10%	1%
c1ccn(-c2ccc(N3CCOCC3)cc2)c1	1%	-14%	1%	-5%	5%	-21%	-6%	?
Cc1ccccc1N1C(=S)NC2c3ccccc3OC1(C)C2C(=O)N(C)C (stereo not drawn)	0%	-4%	0%	-1%	?	3%	3%	-1%
Nc1cc(OCC(F)(F)F)cc(OCC(F)(F)F)c1	-4%	-26%	-5%	-2%	-38%[inhibitor]	-4%	8%	?
C/C=C(/C)C(=O)Nc1cccc(C2=NOC3(C2)C[C@@H](C(N)=O)N(C(=O)CC(c2ccccc2)c2ccccc2)C3)c1 (stereo partly drawn)	-20%	3%	.	-6%	-2%[10 µM]	-10%	2%	7%
NC(=O)NC(=O)COC(=O)c1ccc(OC(F)F)cc1	-5%	9%	1%	-3%	?	17%	0%	6%
COc1cc(C2NC(=S)NC(C)=C2C(=O)Nc2cc(C)cc(C)c2)ccc1O (stereo not drawn)	6%	-24%	.	0%	-13%[10 µM]	-24%	5%	-19%
O=C(Cc1ccccc1Cl)Nc1cccc(S(=O)(=O)N2CCOCC2)c1	-10%	-9%	-4%	6%	20%[10 µM]	-9%	-11%	1%
CCc1nc(NC(C)C)c2oc3ccccc3c2n1	5%	-8%	6%[15.4 µM]	9%	-27%	8%	5%	-9%
Cc1ccc(CNC(=O)C2CC(=O)N(C3CCCCCC3)C2)cc1 (stereo not drawn)	3%	-7%	5%	3%	-36%[inhibitor]	1%	0%	-1%
CCOC(=O)CSc1nc(-c2ccncc2)ccc1C#N	-4%	-20%	-3%	7%	-26%	8%	6%	?
Cn1c(NC(=O)c2ccccc2F)cc(=O)n(C)c1=O	2%	-9%	-10%	2%	3%	4%	0%	-2%
Cc1ccc(S(=O)(=O)Nc2cc(C(F)(F)F)ccc2N2CCOCC2)c(C)c1	-12%	-23%	-20%	-10%	-2%[10 µM]	-2%	12%	-13%
COC(=O)Cc1c(C)c2ccc(OC(=O)c3ccccc3)cc2oc1=O	?	-17%	?	?	-16%	-5%	12%	-21%
COc1ccc(C(=O)NC2CCCCC2)cc1S(=O)(=O)N1CCCC1	-1%	-6%	-5%	0%	12%	0%	-3%	-8%
O=C(O)CN(CCO)CCN(CC(=O)O)CC(=O)O	6%	-6%	-4%[15.4 µM]	-4%	.	7%	?	-7%
O=C(CCC(=O)c1ccc(Oc2ccccc2)cc1)Nc1ccc(Cl)cc1Cl	-10%	-17%	?	4%	2%	9%	-3%	-21%
COc1ccc(/C=N/Nc2nc(-c3cccc(S(=O)(=O)N4CCCC4)c3)cs2)c(OC)c1	-9%	?	-6%	3%	-18%[10 µM]	-1%	?	?
O=C(Nc1ccc(CN2CCCCC2)cc1)c1cccc(F)c1	1%	-1%	5%	-2%	-6%[10 µM]	1%	4%	-3%
CC(C)CCNC(=O)c1ccc(CSCc2cccc(F)c2)o1	-17%	-10%	-6%	17%	-24%	0%	5%	-19%

3 entries already listed, arranged by their value in GAA inhib, low to high:
canonical_smiles,GAA inhib
Cc1ccc(S(=O)(=O)Nc2cc(C(F)(F)F)ccc2N2CCOCC2)c(C)c1,-20%
COc1ccc(/C=N/Nc2nc(-c3cccc(S(=O)(=O)N4CCCC4)c3)cs2)c(OC)c1,-6%
COc1ccc(C(=O)NC2CCCCC2)cc1S(=O)(=O)N1CCCC1,-5%

(listing goes on)
compound	GAA spleen mod	Tau fluor cs	GAA inhib	GLA spleen mod	HTT ATP protect	GAA glycogen	Tau fibril FP	Tau ThT inhib
CNS(=O)(=O)c1cc(NC(C)=O)c(C)cc1C	-4%	7%	-2%	-2%	-11%[0.074 µM]	-7%	-2%	12%
C=CCOC(=O)C1=C(C)Nc2[nH]c(=O)[nH]c(=O)c2C1c1cccc(OC)c1 (stereo not drawn)	4%	-10%	-3%	12%	37%[10 µM]	-2%	3%	-11%
COc1cc(C2C(C#N)=C(N)OC3=C2C(=O)CCC3)cc(OC)c1OC(=O)N1CCOCC1 (stereo not drawn)	2%	-4%	1%	8%	-16%	-1%	-8%	-8%
CCOC(=O)c1ccc(NC(=O)CC2Sc3ccc(C(F)(F)F)cc3NC2=O)cc1 (stereo not drawn)	.	-24%	.	.	.	16%[76.3 µM]	?	-6%
C#CCOCCOCCOCCNc1nc(N2CCN(C(=O)[C@H](CCC(=O)O)n3cc(C(N)[C@H](C)CC)nn3)CC2)nc(N2CCN(C(=O)[C@H](Cc3cc4ccccc4[nH]3)n3cc(C(N)[C@H](C)CC)nn3)CC2)n1 (stereo partly drawn)	1%	1%	.	7%	20%[10 µM]	-7%	1%	-9%
O=C(O)CCc1ccc(-c2cccs2)n1CC1CCCO1 (stereo not drawn)	-11%	-3%	-3%	17%	3%	-9%	4%	-10%
CC(C)N(c1ccccc1)c1ncnc(NCCC(=O)O)c1[N+](=O)[O-]	2%	-12%	1%	5%	9%[10 µM]	-4%	7%	-19%
COc1ccc(C2(CNC(=O)c3ccco3)CCOCC2)cc1	0%	0%	13%	10%	-17%	3%	3%	-9%
O=C(NC1CCCC1)c1ccc(S(=O)(=O)N2CCCC2)cc1	-12%	1%	1%	9%	-22%[10 µM]	4%	5%	9%
CC(C)c1nc(SCC(=O)Nc2ccc3c(c2)OCO3)n[nH]1	-2%	-7%	1%	-2%	-48%[inhibitor][10 µM]	5%	7%	-13%
CC1=C(C(=O)OCC2CCCO2)C(c2cccc(C(F)(F)F)c2)C2=C(CC(c3ccco3)CC2=O)N1 (stereo not drawn)	-8%	-30%	6%	7%	-1%	-5%	13%	-21%
COc1ccc(C2=NN(S(C)(=O)=O)C(c3cn(-c4ccccc4)nc3-c3cccs3)C2)cc1 (stereo not drawn)	.	?	.	.	.	-7%[76.3 µM]	20µM*	8%
CCOc1ccc(C(=O)NC(=S)Nc2ccc(NC(=O)C(C)C)cc2)cc1[N+](=O)[O-]	-3%	-5%	7%	7%	22%[10 µM]	4%	2%	-9%
CCOC(=O)N1CCN(S(=O)(=O)c2ccc3c(c2)CCN3C(=O)CC)CC1	3%	-4%	-9%	-2%	9%	2%	6%	-6%
CCC(C)(C)n1nnnc1C(c1cccnc1)N1CCCC(C)C1 (stereo not drawn)	-4%	6%	0%	4%	7%[10 µM]	-9%	-1%	2%
COC(=O)C/C=C/[C@@H](C)[C@@H](/C=N/OC[C@@H](C)[C@H](OCc1ccccc1)C(C)C)NS(=O)(=O)c1ccc(C)cc1	-12%	-18%	-5%[15.4 µM]	1%	.	-5%	3%	-17%
CN(c1ccc(O)cc1)c1nc(-c2cccs2)cs1	1%	5%[2.34 µM]	13%	2%	32%[10 µM]	8%	4%[2.34 µM]	-2%
Cc1nccnc1Sc1ccccc1	1%	2%	.	-14%	10%[10 µM]	6%	-4%	.
COC(=O)c1oc2ccc(Cl)cc2c1-n1cccc1	-1%	-18%	7%	6%	-9%[10 µM]	2%	-6%	-14%
Cn1cnc2c1c(=O)[nH]c(=O)n2C	2%	2%&-14%&-14%&-16%	.	-1%	-8%[10 µM]	-3%	-6%&-2%&-10%&4%	-1%&-8%&-1%&-10%
CC(C)N(CC#CC(O)(c1ccccc1)c1ccccc1)CCO	-8%	9%	-4%	-9%	33%[0.074 µM]	-5%	-2%	4%
O=C(Nc1ccccc1N1CCOCC1)c1ccccc1NS(=O)(=O)c1ccc(F)c(F)c1	3%	-22%	-1%	8%	-24%	-2%	8%	-3%
O=C(/C=C/c1cc([N+](=O)[O-])ccc1OC(F)F)Nc1cccc([N+](=O)[O-])c1	8%	-20%	.	5%	-45%[inhibitor][10 µM]	4%	-2%	-5%
Cc1ccc(CNCc2cccnc2)s1	6%	-7%	1%	-3%	17%[10 µM]	-2%	-3%	-8%
C/C(=N\NC(=O)c1cccc(N/N=C(\C)c2ccccc2)c1)c1ccccc1	0%	-26%	-26%	2%	1%[10 µM]	?	16%	?
C=C1SC(Nc2c(C)cccc2C)=NC12CCCCC2	15%	-1%	-9%	11%	-14%[10 µM]	-3%	-3%	-4%
N#CCCN(C(=O)CN1C(=O)NC2(CCCC2)C1=O)c1ccccc1F	-10%	-2%	-5%	10%	1%	13%	0%	-6%
CC(C)C(=O)N(c1ccc2oc(=O)sc2c1)S(=O)(=O)c1cccs1	-7%	-23%	-1%	-4%	13µM*	-14%	?	?
N=c1c2c(n(Cc3ccc(F)cc3)c3c1CCC3)CCCC2	2%	1%	0%	4%	-40%[inhibitor]	2%	2%	-2%
O=C1CCC/C1=C/Nc1ccc2c(c1)OCO2	-18%	-14%	-6%	-1%	8%[10 µM]	?	12%	?

Assay outcomes (PubChem)

Compounds were not picked by outcome. Share with any hit: about 3.3%.
